# Compound activity deposited in PubChem BioAssay by NMMLSC.
# Bcl-W Bim block: disrupts Bim peptide binding to human Bcl-W | Q92843 | bead-based flow cytometry | inhibition, % at 10 µM | actives 0.02% (n = 190,000);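 note: 0% = bound tracer without compound and 100% = peptide blocker; higher means less fluorescent Bim peptide bound to Bcl-W beads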
# Bcl-B Bim block: inhibitors of Bim-Bcl-B interaction, human | Q9HD36 | bead-based flow cytometry, Bim peptide-Bcl-B binding | inhibition, % at 10 µM | actives 0.073% (n = 190,000) | AID 951;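 note: 0% = tracer peptide without compound and 100% = reference inhibitor peptide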
# RGS4-Gao reg: modulates binding of RGS4 to human Galphao | Multiplexed bead flow cytometry; actives lie on both sides | actives 0.33% (n = 220,000) | AID 1415 | binding response (% of control), % at 10 µM | P09471; in the data active = binding response below about 49% or above about 150%; inactive = in between;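 note: fluorescent Galphao activated with aluminum fluoride binding bead-coupled RGS4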
# Bim-Bfl-1: human Bim-Bfl-1 interaction inhibition. actives 0.12% (n = 190,000). Q16548. Bead-based flow cytometry, Bim-Bfl-1 binding inhibition. inhibition, % at 10 µM;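 note: 0% = wells without compound plus tracer and 100% = blocker peptide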
# Bcl-2 Bim block: human Bim-Bcl-2 interaction inhibition | Bead-based flow cytometry, Bim peptide-Bcl-2 binding | inhibition, % at 10 µM | actives 0.06% (n = 190,000) | AID 950; in the data active = inhibition above about 40%; inconclusive = no clear call, values can overlap the other calls;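 note: 0% = no compound wells with probe peptide and 100% = reference peptide inhibitor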
# RGS7-Gao: modulates binding of RGS7 to human Galphao; Multiplexed bead flow cytometry; actives lie on both sides; binding response (% of control), % at 10 µM; actives 0.35% (n = 220,000); AID 1439; in the data active = binding response below about 49% or above about 150%; inconclusive = no clear call, values can overlap the other calls; inactive = in between;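 note: fluorescent Galphao held in activated GDP-AlF4 state binding bead-coupled RGS7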
# RGS8-Gao reg: modulates binding of RGS8 to human Galphao | P09471 | multiplexed bead flow cytometry; actives lie on both sides | response (percent of control binding), % at 10 µM | actives 0.34% (n = 220,000) | AID 1423; in the data active = response below about 60% or above about 140%; inactive = in between;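 note: Galphao activated as the GDP aluminium fluoride complex binding bead-coupled RGS8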
# ABCB1 block: human ABCB1 inhibition, ABCG2 as counter-screen | actives 0.067% (n = 190,000) | inhibition, % at 6.6 µM | P08183 | CCRF-Adr cells, JC-1 efflux, flow cytometry; in the data active = inhibition above about 40%;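 note: 0% = vehicle and 100% = reference inhibitor; higher value means more JC-1 retained so stronger ABCB1 efflux block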
# Target sequence (P08183 whole entry, looked up): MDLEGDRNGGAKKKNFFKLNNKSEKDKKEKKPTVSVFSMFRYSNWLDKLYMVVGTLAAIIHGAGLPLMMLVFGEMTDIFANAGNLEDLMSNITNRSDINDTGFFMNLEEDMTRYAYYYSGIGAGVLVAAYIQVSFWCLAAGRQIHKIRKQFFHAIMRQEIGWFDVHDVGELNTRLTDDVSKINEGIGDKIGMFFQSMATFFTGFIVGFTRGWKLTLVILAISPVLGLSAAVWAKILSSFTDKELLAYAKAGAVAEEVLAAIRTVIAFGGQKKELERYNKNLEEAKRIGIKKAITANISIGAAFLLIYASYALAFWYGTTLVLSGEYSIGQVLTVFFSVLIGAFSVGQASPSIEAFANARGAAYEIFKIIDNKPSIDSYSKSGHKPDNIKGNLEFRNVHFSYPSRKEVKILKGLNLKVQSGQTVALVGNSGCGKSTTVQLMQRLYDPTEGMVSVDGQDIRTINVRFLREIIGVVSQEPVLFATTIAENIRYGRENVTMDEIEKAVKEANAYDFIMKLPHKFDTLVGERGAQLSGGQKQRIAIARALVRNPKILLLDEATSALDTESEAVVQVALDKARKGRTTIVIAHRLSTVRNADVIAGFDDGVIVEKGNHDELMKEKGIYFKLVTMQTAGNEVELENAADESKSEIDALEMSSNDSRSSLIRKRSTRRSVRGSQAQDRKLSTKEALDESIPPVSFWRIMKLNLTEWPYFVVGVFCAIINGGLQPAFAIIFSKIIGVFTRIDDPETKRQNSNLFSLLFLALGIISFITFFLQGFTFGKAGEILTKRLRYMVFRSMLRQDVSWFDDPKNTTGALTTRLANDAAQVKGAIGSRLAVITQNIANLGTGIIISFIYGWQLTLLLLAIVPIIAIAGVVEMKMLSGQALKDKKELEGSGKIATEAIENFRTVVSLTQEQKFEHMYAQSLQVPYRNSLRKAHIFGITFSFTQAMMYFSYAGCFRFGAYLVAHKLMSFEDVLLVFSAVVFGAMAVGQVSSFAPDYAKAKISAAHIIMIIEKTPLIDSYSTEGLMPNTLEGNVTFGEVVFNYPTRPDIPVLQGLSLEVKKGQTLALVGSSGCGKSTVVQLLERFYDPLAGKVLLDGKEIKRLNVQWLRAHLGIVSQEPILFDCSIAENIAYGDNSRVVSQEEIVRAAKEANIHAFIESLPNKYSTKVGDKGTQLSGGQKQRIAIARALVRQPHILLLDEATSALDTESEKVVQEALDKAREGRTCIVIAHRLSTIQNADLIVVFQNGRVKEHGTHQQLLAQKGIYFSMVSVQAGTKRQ
# Bim-Bcl-XL: inhibitors of Bim-Bcl-XL interaction, human; inhibition, % at 10 µM; Bim peptide-Bcl-XL binding, bead flow cytometry, fluorescence; AID 1007; actives 0.04% (n = 190,000); Q07817
# ABCG2 inh: blocks JC-1 efflux by human ABCG2 transporter; Q9UNQ0; IgMXP3 cells, flow cytometry; inhibition, % at 6.6 µM; actives 0.1% (n = 190,000);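 active = inhibition above 80%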;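 note: 0% = DMSO and 100% = nicardipine control wells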
#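 material = IgMXP3 (ABCG2) plus far-red-tagged CCRF-Adr (ABCB1) cells | amount = 3 million cells/mL, equal mix of both lines | also added = JC-1 transporter substrate | dosing = one concentration, 6.6 µM final | schedule = 10 min at 25 °C | measured by = flow cytometric JC-1 green MFI at 530 nm | read-out basis = percent efflux inhibition, scaled nicardipine 100% to DMSO 0%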
# GSH fluor: GSH bead compound fluorescence profile; fluorescence (KMESF) at 10 µM; actives 0.25% (n = 190,000); GSH beads flow cytometry, compound fluorescence 488/530 nm; stronger effect = higher value; in the data active = fluorescence above about 89;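 note: glutathione beads carrying GST-tagged Bcl family fusion proteins plus one bare bead set; values are compound well signal with DMSO vehicle wells as background; inactives centre near 16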
# Starred values were filed as active, the others as inactive; ? = inconclusive; . = not tested or not shown. Cut-off read from the data, not from the text of the source, unless noted: active = inhibition above about 40%.
SMILES,Bcl-W Bim block,Bcl-B Bim block,RGS4-Gao reg,Bim-Bfl-1,Bcl-2 Bim block,RGS7-Gao,RGS8-Gao reg,ABCB1 block,Bim-Bcl-XL,ABCG2 inh,GSH fluor
COC(=O)C(C(=O)Nc1ccccc1C)C1CCCCCC1 (stereo not drawn),1,0,103,-2,2,101,100,1.8,-3,10,11
COc1ccc(NC(=O)CCCCn2c(=O)[nH]c3ccccc3c2=O)cc1,0,0,101,-2,-2,102,100,0.9,-2,8,14
Cc1nc(NCCc2ccccc2F)c(C#N)c(C)c1[N+](=O)[O-],3,-1,99,0,1,94,91,0.5,-6,12,64
CC(O)(C#CCN1CCCC1)c1ccccc1 (stereo not drawn),-5,-9,101,-17,-5,102,101,1.7,-5,10,25
CCN(Cc1nc(-c2cccc(Cl)c2)no1)CC1CCCO1 (stereo not drawn),-6,-4,93,-6,-8,95,98,1.0,-7,2,16
Cc1cccc(NC(=O)CSc2ccc(-c3cccs3)nn2)c1C,-8,-3,107,2,-2,101,101,-0.4,-7,-1,19
O=C(COc1ccccc1)Nc1nnc(C23CC4CC(CC(C4)C2)C3)s1,-6,-2,.,-2,0,.,.,0.9,-1,1,18
COc1ccc(NC(=S)Nc2ccccn2)c(OC)c1,-4,-8,99,5,2,100,99,1.1,-5,6,18
CCOCCOC(=O)c1[nH]c2c(c1C)C(=O)CC(c1ccc(N(C)C)cc1)C2 (stereo not drawn),1,-6,102,-10,-6,101,100,0.9,-6,3,23
COc1ccccc1NC(=O)CCc1c(C)[nH]c(=O)c(C#N)c1C,-1,-2,104,-9,-5,96,106,0.3,2,4,24
CCCC(c1nnnn1CCc1ccccc1)N1CCC(C(N)=O)CC1 (stereo not drawn),-3,-3,101,-2,-8,97,103,0.6,-2,2,21
COc1cc(/C=C/C(=O)NC(C)CCc2ccccc2)cc(OC)c1OC (stereo not drawn),-2,0,94,-1,-1,95,79,3.2,0,11,16

# An excerpt of these results, with values under each structure:
# Second line of a record: Bcl-W Bim block | Bcl-B Bim block | RGS4-Gao reg | Bim-Bfl-1 | Bcl-2 Bim block | RGS7-Gao | RGS8-Gao reg | ABCB1 block | Bim-Bcl-XL | ABCG2 inh | GSH fluor
> Cc1cccc(NC(=O)CSc2ccc(-c3cccs3)nn2)c1C
  -8 | -3 | 107 | 2 | -2 | 101 | 101 | -0.4 | -7 | -1 | 19
> CCCC(c1nnnn1CCc1ccccc1)N1CCC(C(N)=O)CC1 (stereo not drawn)
  -3 | -3 | 101 | -2 | -8 | 97 | 103 | 0.6 | -2 | 2 | 21
> COc1ccccc1NC(=O)CCc1c(C)[nH]c(=O)c(C#N)c1C
  -1 | -2 | 104 | -9 | -5 | 96 | 106 | 0.3 | 2 | 4 | 24

# The list continues:
SMILES,Bcl-W Bim block,Bcl-B Bim block,RGS4-Gao reg,Bim-Bfl-1,Bcl-2 Bim block,RGS7-Gao,RGS8-Gao reg,ABCB1 block,Bim-Bcl-XL,ABCG2 inh,GSH fluor
COC(=O)c1[nH]c2cc(OC)ccc2c1NC(=O)c1ccc2c(c1)OCO2,2,-16,99,-9,-9,93,103,-0.1,-6,1,9
CC(=O)c1ccc(N2CCN(S(=O)(=O)c3cccc(S(=O)(=O)N4CCOCC4)c3)CC2)cc1,1,3,97,6,4,95,101,1.8,4,2,55
CCCCNC(=O)c1cc([N+](=O)[O-])[nH]n1,-9,-20,100,-16,-11,99,102,0.0,-17,3,12
COc1ccc(/C=N/NC(=O)c2cccc([N+](=O)[O-])c2)cc1OC(=O)c1ccc(C)cc1,-4,-4,78,-2,-1,82,92,-0.5,-6,0,7
Cn1c(=O)cc(OCCCC(=O)NCCN2CCN(c3ccccc3F)CC2)c2ccccc21,0,-5,110,-9,-7,104,109,-2.3,-2,-5,19
O=C(NC1CCCCC1)C1CCN(S(=O)(=O)N2CCOCC2)CC1,0,-3,103,0,0,103,102,0.6,0,2,17
COc1cccc(N2CC34C=CC(O3)C(C(=O)O)C4C2=O)c1 (stereo not drawn),12,1,102,0,2,103,101,-0.7,4,-4,10
O=C(O)CN1C2=NCCCN2c2ccccc21,-1,-7,99,-5,-2,99,102,0.7,-1,2,15
Cn1c(=O)[nH]c(=O)c2c1nc(CN1CCN(c3ccccc3F)CC1)n2CCCc1ccccc1,1,-5,98,0,3,99,96,2.9,0,2,12
CCS(=O)(=O)c1nc(S(=O)(=O)c2ccc(Cl)cc2)c(NCCOC)s1,-1,-4,101,-7,-9,103,104,0.4,0,1,11
C[n+]1ccccc1C1CCCC/C1=N\Nc1ccc([N+](=O)[O-])cc1[N+](=O)[O-] (stereo not drawn),-4,-6,105,-6,-6,106,104,0.6,-4,2,12
CCOC(=O)N1CCN(c2c(NC3CCN(Cc4ccccc4)CC3)c(=O)c2=O)CC1,1,-6,99,-12,-7,98,99,-2.9,-4,-5,24
O=C(CN1CCOCC1)Nc1ccccc1-c1ccccc1,0,-5,88,-11,-2,87,91,0.1,-5,0,20
CCCn1c(CCC(=O)Nc2ccccc2Cc2ccccc2)nc2cc(S(=O)(=O)N3CCOCC3)ccc21,0,-1,83,0,0,88,84,1.1,0,1,45
Cc1ccc(-c2csc(NC(=O)N3CCOCC3)n2)cc1,-2,-2,105,-11,-1,107,108,0.1,0,2,17
O=C(CSc1ccc2ccccc2n1)N1CCC(c2noc3ccc(F)cc23)CC1,3,4,82,7,14,90,90,2.5,6,7,23
C/C(=N\Nc1ncc(Cl)cc1Cl)c1ccc(S(=O)(=O)NCc2ccco2)cc1,-7,-14,90,-9,-7,90,95,0.1,-10,82*,10
COc1ccc(N2CCN(c3nc4c(c(=O)n(C)c(=O)n4C)n3Cc3ccccc3)CC2)cc1,-5,-5,103,0,-4,102,96,0.6,-6,1,17
CCOc1ccccc1C(=O)NN1C(=O)C2CCCCC2C1=O (stereo not drawn),-1,0,100,-2,-5,98,100,0.3,-1,5,6
COc1ccc(NC(=S)N(CCc2c(C)[nH]c3ccccc23)Cc2ccco2)cc1,-2,-8,.,0,-6,.,.,1.3,-5,6,18
c1ccc(C2=Nn3c(nnc3-c3cccnc3)SC2)cc1,3,-6,97,-12,-10,97,100,-1.0,-1,11,42
COCCCNC(=O)C(=O)NC1CCCCC1C (stereo not drawn),0,0,112,-3,2,120,108,0.0,-1,2,13
O=[N+]([O-])c1ccc(O)c(/C=N/Nc2ccccc2Cl)c1,0,-2,96,-3,-1,?,100,-0.2,0,4,11
COc1ccc(N2CCN(Cc3cc(=O)oc4ccc(C)cc34)CC2)cc1,1,0,111,2,1,111,108,0.8,-1,3,10
Cc1ccccc1NC(=O)CSCCN1C(=O)c2ccccc2C1=O,-6,-7,103,-19,-21,104,103,1.9,-4,13,18
O=C(O)c1ccccc1C(=O)N1N=C2/C(=C/c3cccc([N+](=O)[O-])c3)CCCC2C1c1cccc([N+](=O)[O-])c1 (stereo not drawn),-5,5,101,6,4,99,98,0.1,-2,2,16
COC(=O)CSc1nnc(CNc2ccc(Cl)cc2)n1Cc1ccccc1,1,-5,102,-14,-5,99,100,0.5,-6,3,4
O=C(c1ccccc1)c1nn(-c2ccc(Cl)cc2)c(=O)cc1C(F)(F)F,0,-3,103,-3,0,101,102,2.1,0,5,9
N#C/C(=C\c1c(N2CCCCCC2)nc2ccccn2c1=O)C(=O)NC1CCS(=O)(=O)C1 (stereo not drawn),-4,-3,100,-2,-4,100,101,0.2,-8,0,11
CCCN(CCC)C(=O)CSc1nc2ccccc2c(=O)n1C1CCCC1,-4,-9,93,-17,-8,93,93,52*,-5,44,25
N#Cc1cn(Cc2ccncc2)c(=O)[nH]c1=O,0,-2,105,-4,-4,101,103,0.1,0,-1,11
CC1CCCCN1CCNC(=O)c1cnn2ccccc12 (stereo not drawn),0,-5,105,-10,-1,101,102,0.5,-2,2,20
Cc1ccc(-c2cn3cc(C)ccc3n2)cc1,-4,-11,100,-3,-1,102,101,1.1,-5,15,20
O=C(NC(=S)Nc1ccc(N2CCN(C(=O)c3ccccc3)CC2)cc1)c1cccs1,0,-3,100,-3,-1,?,100,1.8,-2,13,14
COc1ccc(S(=O)(=O)NN(C)C(=O)c2nn(-c3ccccc3)ccc2=O)cc1,-3,-4,96,-3,-1,94,98,1.9,-2,9,13
N/C(=N\c1nc2c(c(=O)[nH]1)CCCC2)Nc1ccccc1Sc1ccccc1,3,-7,100,-9,-5,100,108,1.4,-2,6,37
N#Cc1ccc(N2CCOCC2)c([N+](=O)[O-])c1,-1,-3,109,-12,-2,119,120,0.6,-1,2,19
O=C(CCSc1nccn1Cc1ccccc1)N1CCOCC1,1,-6,104,-6,-6,106,104,-0.1,-2,0,10
CCOc1ccc(/C=C2/SC(=S)N(C(C(=O)O)c3ccccc3)C2=O)cc1OCC (stereo not drawn),-2,-5,98,-1,-1,97,101,-0.8,-1,-2,21
Cc1ccc(Nc2c3c(nc4ncnn24)CCC3)cc1,0,-6,105,-11,-10,142,98,0.8,-4,3,37
COc1cc2cc(CN(Cc3cccs3)C(=S)Nc3ccc(C)cc3)c(=O)[nH]c2cc1OC,-1,-3,101,0,-8,100,101,-0.2,-6,-1,11
CC(=O)N1CCN(c2ccc(NC(=O)c3cccc(OCc4ccccc4)c3)cc2)CC1,-1,-3,111,-2,0,108,109,0.8,0,7,10
O=C(Nc1ccc(S(=O)(=O)Nc2ncccn2)cc1)C1COc2ccccc2O1 (stereo not drawn),0,-2,99,-3,-2,?,102,0.2,-1,1,25
Cc1ccc2[nH]c3nc(SCCN4CCOCC4)nnc3c2c1,-1,-2,104,0,-1,102,105,1.7,-1,14,57
Cn1c(=O)cc(OCCCC(=O)NCc2cccnc2)c2ccccc21,-2,0,101,4,3,103,98,0.1,-1,2,7
O=C(c1ccccc1Sc1cccc2ccccc12)N1CCOCC1,-5,-6,99,-5,2,100,101,0.6,-9,6,20
O=C(O)CCC(=O)Nc1cccc(C(=O)Nc2ccc(Br)cc2)c1,-1,-4,97,-7,-4,95,97,0.0,-3,0,15
COc1ccc(CCn2c(C)ccc2C)cc1OC,2,5,90,0,0,93,94,-0.1,0,12,22
O=c1cc(CSc2nc(NCc3ccccc3)c3ccccc3n2)nc2ccc(Cl)cn12,-3,-6,92,0,7,101,101,14,-6,11,15
CS(=O)(=O)NCc1nnc(SCc2c(F)cccc2Cl)o1,-1,-2,114,-5,-5,112,108,0.4,-4,4,19
Cc1cc(C)c2[nH]c(=O)c(CN(Cc3nnnn3C3CCCC3)C3CCCCC3)cc2c1,1,-4,98,-7,-6,98,100,9.8,-3,10,14
O=C(Nc1ccccc1C(=O)NCC1CCCO1)c1ccccc1 (stereo not drawn),-6,-4,100,-14,-2,98,103,0.2,-9,28,20
CSc1cnc2c(=O)n(C)c(=O)[nH]c2n1,-3,-7,103,-9,-5,103,98,0.4,-9,1,12
O=C(COc1ccccc1)Nc1ccccc1N1CCN(c2ccc(F)cc2)CC1,0,-1,98,0,-1,101,100,0.4,0,1,16
CCOCC(=O)N1CCN(c2ccccc2OC)CC1,1,-1,117,-5,-3,114,105,0.4,-2,0,16
CCn1c(COc2ccccc2C)nnc1SCC(=O)N1CCC(C)CC1,0,2,111,0,2,113,105,1.0,2,2,7

# Rows were taken by chance. About 1.1% of those tested had a hit in this group.
